# Screens as filed in PubChem BioAssay.
# LMPTP inh: LMPTP phosphatase inhibitors, primary screen, biochemical, fluorescence intensity, uHTS; recombinant LMPTP-A, OMFP fluorogenic substrate; Low molecular weight phosphotyrosine protein phosphatase (Homo sapiens), P24666; inhibition, % at 20 µM; 360,000 tested, 0.22% active;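 active = compounds that cut the enzyme signal by at least half of the control window in the single-dose screen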;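 also: plate controls were DMSO wells with enzyme plus substrate for no effect and substrate without enzyme for full effect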
#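 Test system – LMPTP-A phosphatase enzyme · Quantity – 0.625 nM LMPTP-A final · Reagent – OMFP substrate, 400 µM final · Dosing – one test concentration per compound, 20 µM, with 3% DMSO overall · Timing – 50 min enzyme reaction at room temperature, protected from light · Detection – fluorescence intensity · Controls – substrate-only low control, DMSO enzyme-plus-substrate high control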
# NadD block: inhibitors of S. aureus NadD, primary screen, biochemical, colorimetric, uHTS; 360,000 tested, 0.78% active; purified NadD enzyme, colorimetric absorbance read-out; inhibition, % at 20 µM; AID 602399, 2012; Nicotinate-nucleotide adenylyltransferase NadD (Staphylococcus aureus N315); in the data active = inhibition above about 26%; also: some compounds past the cut are filed as inactive
# DNMT1 block: human DNMT1 methyltransferase inhibitors, primary screen, biochemical, molecular beacon, fluorescence, HinP1I cleavage, uHTS; DNA (cytosine-5)-methyltransferase 1 (Homo sapiens), P26358; inhibition (reported as % activation of signal), % at 10 µM; 360,000 tested, 0.83% active; AID 588458, 2011; in the data active = inhibition above about 50%
# Rin1-Abl PPI inh: inhibitors of Rin1-Abl protein binding, primary screen, biochemical, TR-FRET. Tyrosine-protein kinase ABL1 (Homo sapiens) + Ras and Rab interactor 1 (Homo sapiens), …. inhibition, % at 7.35 µM. 360,000 tested, 0.4% active. AID 588664, 2011; in the data active = inhibition above about 5%, passing the limit was not always enough
# CSN inh: inhibitors of CSN-mediated cullin deneddylation, primary screen, biochemical, fluorescence polarization, uHTS | Purified CSN, SCF-Nedd8-OG deneddylation | inhibition, % at 12.5 µM | COP9 signalosome complex subunit 5 (Homo sapiens), Q92905 | 360,000 tested, 0.38% active;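 active = pattern-corrected inhibition above about 35%, with an unprinted fluorescence ratio check between 0.5 and 1.5, limit read from the data, passing the limit was not always enough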;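 also: 0% = enzyme with substrate and 100% = substrate without enzyme; some results filed as inactive read as strong as hits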
# Target sequence (Q92905 whole entry, looked up, one chain of several): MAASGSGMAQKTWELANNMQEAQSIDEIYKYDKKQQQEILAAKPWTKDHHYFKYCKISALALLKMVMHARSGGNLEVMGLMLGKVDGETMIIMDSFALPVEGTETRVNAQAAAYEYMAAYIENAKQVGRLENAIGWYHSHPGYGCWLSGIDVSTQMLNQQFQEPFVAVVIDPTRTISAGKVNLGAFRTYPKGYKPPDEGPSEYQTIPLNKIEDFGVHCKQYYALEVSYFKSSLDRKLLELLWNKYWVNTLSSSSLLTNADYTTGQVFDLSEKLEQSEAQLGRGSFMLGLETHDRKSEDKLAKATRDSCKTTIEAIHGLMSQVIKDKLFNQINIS
#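 Assay system: Purified human Csn5 enzyme expressed in HEK293T cells | Amount: Enzyme 0.24 nM | Measured by: Fluorescence polarization readout | Medium: Tris/NaCl/DTT buffer, pH 7.5 | Compound dosing: One concentration, 12.5 µM, 0.25% DMSO | Times: 90 min incubation of compound, enzyme and substrate at room temperature | Control set: no-enzyme wells high, enzyme-with-substrate wells low | Read-out: % inhibition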
# STEP block: STEP phosphatase inhibitors, primary screen, biochemical, fluorescence intensity, uHTS; recombinant STEP, OMFP fluorogenic substrate; 360,000 tested, 0.25% active; inhibition, % at 20 µM; Tyrosine-protein phosphatase non-receptor type 5 (Homo sapiens), P54829; AID 588621, 2011;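 active = inhibition at 20 µM, scaled per plate between control wells, above about 37%, limit read from the data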;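 also: 0% = DMSO with enzyme and substrate and 100% = substrate only without enzyme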
#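 medium = Bis-Tris buffer pH 6.0, 2.5 mM DTT, 0.005% Tween 20 | test system = STEP (striatal-enriched tyrosine phosphatase) enzyme, cell-free | measure = normalized % inhibition | compound dosing = 20 µM, 1% DMSO | also added = 25 µM OMFP | schedule = reaction 20 min, ambient temperature | measured by = fluorescence read at 480 nm ex / 540 nm em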
# Scp-1 inhibitor: Scp-1 phosphatase inhibitors, primary screen, biochemical, colorimetric, uHTS; Carboxy-terminal domain RNA polymerase II polypeptide A small phosphatase 1 (Homo …; inhibition, % at 20 µM; AID 493091, 2011; 340,000 tested, 0.88% active; Recombinant Scp1, phosphopeptide, malachite green phosphate absorbance;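 active = inhibition above about 50% at 20 µM, limit read from the data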;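 also: plate controls were DMSO wells with enzyme for no effect and wells lacking enzyme for full effect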
#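 System: SCP-1 catalytic domain; Reagent: Phospho 17-mer peptide substrate; Doses: one concentration, 20 µM, with 1.0% DMSO; Incubation: 45 min room-temperature reaction, 5 min colour, 30 min stabiliser; Signal: Phosphate-binding colour reagent, absorbance read at 630 nm.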
# Neddyl block: inhibitors of cullin neddylation, primary screen, biochemical, TR-FRET, uHTS, NAE and Ubc12; NEDD8-conjugating enzyme Ubc12 (Homo sapiens) + NEDD8-activating enzyme E1 regulatory …; calls only at 25 µM; 360,000 tested, 0.58% active; AID 651699, 2012; in the data active = inhibition above about 36%
# Target sequence (P61081 whole entry, looked up): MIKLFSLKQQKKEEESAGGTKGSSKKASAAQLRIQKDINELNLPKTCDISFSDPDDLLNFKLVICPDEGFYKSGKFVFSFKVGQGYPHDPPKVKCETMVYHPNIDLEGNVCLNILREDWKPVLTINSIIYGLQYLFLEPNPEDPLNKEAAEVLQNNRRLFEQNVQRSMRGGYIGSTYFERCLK
# Target sequence (Q13564 whole entry, looked up): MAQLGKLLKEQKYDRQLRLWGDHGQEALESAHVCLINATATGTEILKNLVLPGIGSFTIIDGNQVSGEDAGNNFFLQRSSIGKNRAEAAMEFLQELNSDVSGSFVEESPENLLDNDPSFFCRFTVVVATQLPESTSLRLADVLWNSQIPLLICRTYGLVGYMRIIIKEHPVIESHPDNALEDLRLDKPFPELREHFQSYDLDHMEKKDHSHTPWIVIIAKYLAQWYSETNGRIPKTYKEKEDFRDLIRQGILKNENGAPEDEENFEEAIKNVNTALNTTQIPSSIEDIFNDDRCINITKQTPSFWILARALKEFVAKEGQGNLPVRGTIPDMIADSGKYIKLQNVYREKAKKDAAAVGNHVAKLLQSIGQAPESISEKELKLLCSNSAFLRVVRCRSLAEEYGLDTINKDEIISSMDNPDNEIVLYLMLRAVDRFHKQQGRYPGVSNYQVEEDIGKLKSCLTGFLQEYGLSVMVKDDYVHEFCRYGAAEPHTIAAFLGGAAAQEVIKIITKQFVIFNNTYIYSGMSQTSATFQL
# SUMO1-SIM PPI: modulators of SUMO1 protein-protein interactions, primary screen, biochemical, uHTS | SUMO1 binding to a labelled peptide, TR-FRET, 1 h | inhibition, % at 20 µM | 360,000 tested, 0.33% active | AID 602429, 2012; in the data active = inhibition above about 37%
# Rpn11 block: Rpn11 (PSMD14) deubiquitinase inhibitors, primary screen, biochemical, fluorescence polarization, uHTS | human 26S proteasome, Ub4-pepOG fluorescence polarization; 20S core pre-blocked with epoxomicin | calls only at 20 µM | 360,000 tested, 0.59% active;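 active = inhibition at 20 µM, scaled to each plate's controls, above about 33%, limit read from the data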
# * marks the source's active call; other numbers are inactive results; i = inactive; . = not tested or not shown.
SMILES,LMPTP inh,NadD block,DNMT1 block,Rin1-Abl PPI inh,CSN inh,STEP block,Scp-1 inhibitor,Neddyl block,SUMO1-SIM PPI,Rpn11 block
COC(=O)[C@]12CCCCC=C1N(CCc1ccc(OC)c(OC)c1)C(=O)[C@H](CC(=O)NCC13CC4CC(CC(C4)C1)C3)C2,0.5,.,.,.,-4,.,.,i,-2,.
Cc1ccc(S(=O)Cc2ccc(C(=O)N3CCN(C4CCCCC4)CC3)o2)cc1 (centres undefined),-1.2,-9,3,1,0,0,-3,i,4,i
CCOc1ccc(CN2CCN(C(=O)c3ccco3)CC2)cc1,-3.2,-5,2,3,0,-1,-5,i,2,i
CCOC(=O)c1c(C)[nH]c(C(=O)CN(C)CC(=O)Nc2ccccc2Cl)c1C,0.7,-4,0,-2,1,-3,0,i,-4,i
CC(OC(=O)c1cccnc1Cl)C(=O)Nc1ccc(S(N)(=O)=O)cc1 (centres undefined),-0.6,1,-2,4,-4,1,-4,i,1,i
Cc1ccc(C)c(NC(=O)c2ccc(OC(=O)c3ccco3)cc2)c1,-0.4,0,-1,0,3,1,-6,i,3,i
CCOc1ccc(NC(=O)CCC(=O)N/N=C/c2ccc3c(c2)OCO3)cc1,-1.3,-2,7,3,-2,-1,-1,i,-6,i
Cc1cc(=O)oc2cc(OCC3CC(c4ccc(Br)cc4)=NO3)ccc12 (centres undefined),2.2,-1,-1,-1,4,2,-6,i,1,i
C=CCn1c(O)c(N=NC(=O)CNC(=O)/C=C/c2ccc(OC)cc2)c2ccccc21,0.7,7,-2,-5,-2,-1,0,i,-30,i
CC1Sc2ccccc2N(Cc2ccc(OC(F)(F)F)cc2)C1=O (centres undefined),1.2,-4,16,-1,3,-2,.,i,3,i
COC(=O)N/N=C/c1ccc(-c2ccc(C)c(Cl)c2)o1,0.8,1,0,-1,0,2,-5,i,-21,i
COc1ccc(O)c(C(=O)c2cnc3c(c2)c(-c2ccc(F)cc2)c(C#N)c(=O)n3C)c1,1.3,18,-3,-1,0,12,-10,i,-14,i
C=CCn1c(C)c(C(C)=O)cc(NC(=O)c2ccccc2)c1=O,-0.1,-4,6,2,-7,2,-5,i,0,i
CCC(Oc1ccc(C)cc1)C(=O)Nc1ccc(S(=O)(=O)Nc2cc(C)on2)cc1 (centres undefined),1.4,-2,0,1,2,-1,2,i,0,i
CC1CCC(=NNc2ccc(C(F)(F)F)cc2[N+](=O)[O-])CC1 (centres undefined),1.8,3,33,0,-3,2,-5,i,-18,i
CN1C(=O)C(=O)/C(=C(/O)c2ccc(Br)cc2)C1c1ccccc1F (centres undefined),-0.6,-2,-2,2,-4,6,-16,i,-17,i
CC(C(=O)N1CCc2ccccc21)N1CCN(c2ccccn2)CC1 (centres undefined),-0.2,-6,-1,0,2,2,-5,i,-2,i
CCOC(=O)Cc1cc(=O)n2[nH]c(C)c(-c3ccccc3OC)c2n1,0.2,7,2,-1,1,0,-3,i,-1,i
O=C(CSc1nc(=O)n(CCN2CCOCC2)c2c1CCCC2)Nc1ccc(F)cc1F,-0.8,-4,5,2,2,0,2,i,-1,i
Cc1ccccc1-n1c(SC(C)C(=O)NCC2CCCO2)nnc1-c1ccncc1 (centres undefined),1.1,-5,5,5,1,1,-1,i,-1,i
COc1cc(/C=N/Nc2ccc(S(N)(=O)=O)cc2)cc(OC)c1OC,1.6,-4,-2,-1,-6,2,-6,i,-9,i
COC(=O)c1sccc1NC(=O)c1ccccc1[N+](=O)[O-],-2.2,-4,2,-1,-6,-4,-7,i,-9,i
CCc1cccc(NC(=S)N(CCN(C)C)C2CCN(C(C)C)CC2)c1,-7.1,-8,3,4,-1,4,-7,i,-5,i
COc1ccc(OC)c(S(=O)(=O)NCCCn2ccnc2)c1,-4.6,0,4,-1,-2,-1,-2,i,2,i
Clc1ccc(N2CCN(/N=C/c3ccncc3)CC2)cc1,1.5,4,0,-1,-2,2,-10,i,7,i

# Record cards (already shown):
# COc1ccc(OC)c(S(=O)(=O)NCCCn2ccnc2)c1 is listed as LMPTP inh = -4.6; NadD block = 0; DNMT1 block = 4; Rin1-Abl PPI inh = -1; CSN inh = -2; STEP block = -1; Scp-1 inhibitor = -2; Neddyl block = i; SUMO1-SIM PPI = 2; Rpn11 block = i
# COc1cc(/C=N/Nc2ccc(S(N)(=O)=O)cc2)cc(OC)c1OC is listed as LMPTP inh = 1.6; NadD block = -4; DNMT1 block = -2; Rin1-Abl PPI inh = -1; CSN inh = -6; STEP block = 2; Scp-1 inhibitor = -6; Neddyl block = i; SUMO1-SIM PPI = -9; Rpn11 block = i

# (more compounds)
SMILES,LMPTP inh,NadD block,DNMT1 block,Rin1-Abl PPI inh,CSN inh,STEP block,Scp-1 inhibitor,Neddyl block,SUMO1-SIM PPI,Rpn11 block
O=S(=O)(Nc1ccc(-n2cnnn2)cc1)c1ccc(Cl)cc1,-0.3,0,1,2,5,-3,-5,i,4,i
COc1ccc(CC(=O)NCc2nnc(SCC(=O)N3CCN(c4ccccc4)CC3)n2C)cc1,0.6,-8,4,1,2,-3,-4,i,-3,i
CCCCCCCCSc1n[nH]c(N)n1,-0.7,0,6,3,1,-2,3,i,-3,i
CCCCCCCCN1C(=O)[C@H](CC(=O)NCCCC)C[C@@]2(C(=O)OC)CCCCC=C12,2.3,3,.,.,-2,.,.,i,1,.
COC(=O)[C@]1(C)N[C@H](c2ccc(-c3ccccc3)cc2)[C@@H]2C(=O)N(C)C(=O)[C@@H]21,-0.5,0,0,-2,0,3,-3,i,-5,i
CCOC(=O)Cc1csc(NC(=O)COc2ccc(C)cc2)n1,0.5,-6,0,0,-1,0,-8,i,-1,i
O=C(O)C(F)=C1c2ccccc2-c2ccccc21,-1.4,-8,0,-3,-1,-2,-13,i,-5,i
CC1(C(=O)NCc2ccc(C(F)(F)F)cc2)CCN1C1Cc2ccccc2C1 (centres undefined),2.0,0,-6,-4,-4,0,.,i,4,i
Cc1ccc(C(=O)Nc2cccc3[nH]c(C(F)(F)F)nc23)cc1,0.7,-6,3,-2,8,-1,-4,i,1,i
CCCC(=O)Nc1cc(C)c(NC(=O)c2ccncc2)cn1,1.0,7,2,-2,-2,-2,-5,i,-3,i
CCC(=O)NC(Nc1sc2c(c1C(=O)OC)CCC2)C(Cl)(Cl)Cl (centres undefined),1.2,-4,-10,-4,-1,-3,-14,i,0,i
CSc1ncccc1C(=O)Nc1nnc(C2CC2)s1,-0.9,-8,5,-3,1,-4,12,i,-1,i
COc1ccc(/C=C2\Oc3cc(OCC(=O)N4CC(O)C[C@H]4C(=O)O)ccc3C2=O)cc1OC (some centres undefined),1.1,3,1,-5,5,3,7,i,-18,i
COc1cc(/C=C/C(=O)OCC(=O)NC2CC2)cc(S(=O)(=O)N2CCc3ccccc32)c1OC,-1.2,-5,-1,0,5,1,-3,i,-5,i
O=C1c2ccc3c4c(ccc(c24)C(=O)N1NC(=O)C(F)(F)F)CC3,-0.6,-5,6,-2,1,0,9,i,25,i
O=C(NCCCn1ccnc1)Nc1cccc(Cl)c1,-8.1,-1,0,2,-4,1,-4,i,0,i
O=C(Nc1cc(C(F)(F)F)ccc1-n1cncn1)c1ccc(-c2ccccc2)cc1,4.1,0,-6,-3,-1,6,-13,i,2,i
Cc1cc(=O)oc2cc(OCC(=O)N3CC[C@@]4(O)CCCC[C@H]4C3)c(Cl)cc12,0.1,4,-4,-4,1,-4,7,i,1,i
O=C(COC(=O)c1sc2ccccc2c1Cl)NC1CCCCC1,-1.7,3,1,0,-2,3,-7,i,-3,i
CC(C)Cc1cc(C(=O)Nc2cccnc2)no1,-1.9,-3,0,-3,-4,3,-1,i,-1,i
COc1cc(OC)c(N(C)S(=O)(=O)c2cccc(C(=O)OCC(=O)N3CCOCC3)c2)cc1Cl,-1.3,-2,-3,-4,4,-3,-8,i,9,i
COCC(=O)N(C)C[C@H]1N[C@@](C)(C(=O)OC)[C@H]2C(=O)N(C)C(=O)[C@@H]12,-0.8,-2,86*,-3,3,-9,0,i,5,i
Cc1ccc(S(=O)(=O)N2CCN(C(=O)c3n[nH]c4ccccc34)CC2)cc1,-0.7,-3,-7,3,-2,0,-5,i,2,i
Cc1nnc(NC(=O)C(C)Sc2nnc(CNC(=O)c3ccccc3F)n2C)s1 (centres undefined),0.9,-4,5,1,2,-4,1,i,21,i
Cc1ccc(S(=O)(=O)NNC(=S)NC(C)(C)C)cc1,-1.6,-2,2,2,8,4,-4,i,4,i
# Further results
SMILES,LMPTP inh,NadD block,DNMT1 block,Rin1-Abl PPI inh,CSN inh,STEP block,Scp-1 inhibitor,Neddyl block,SUMO1-SIM PPI,Rpn11 block
C=CCOC(=O)C1=C(C)Nc2nnnn2C1c1cc(OC)ccc1OC (centres undefined),-3.8,-5,2,3,-4,1,-7,i,-3,i
O=C(C1CCCCC1)N1C[C@H](n2cc(-c3ccc(F)cc3)nn2)[C@@H](O)C[C@@H]1c1ccccc1,-1.0,2,3,-2,3,-3,.,i,0,i
O=C(Nc1ccc(NC(=O)C2CCCCC2)nc1)c1ccco1,0.4,3,1,-1,-3,1,-7,i,0,i
CC(C)(C)OC(=O)C[C@@H]1C/C=C\C[C@H](CC(=O)NCCO)C(=O)N[C@@H](c2ccccc2)COC1=O,0.5,-2,3,-4,-3,-2,-5,i,0,i
CC(=O)C1=C(O)CCC1=NCCc1ccccc1,-1.0,-17,1,-4,-1,-2,13,i,5,i
Cc1ccc(C(=O)N2CCC(n3nccc3NC(=O)C3CCOC3)CC2)cc1 (centres undefined),-0.8,0,-1,1,-3,-1,-4,i,1,i
CC(=O)c1c(C)[nH]c(C(=O)CN2CCN(S(=O)(=O)c3ccc(C(C)C)cc3)CC2)c1C,0.4,3,-18,1,4,2,2,i,1,i
ClCC(CNCc1ccccc1)c1ccccc1 (centres undefined),-1.6,-1,7,-2,0,-1,2,i,4,i
CN(Cc1ccccc1)Cc1ccccc1F,-1.5,-2,-1,1,8,-2,-11,i,4,i
CC(Nc1nc(-c2cccnc2)nc2ccccc12)c1ccc(F)cc1 (centres undefined),36,-1,-4,5,1,0,-5,i,1,i
